# Screening data from PubChem BioAssay.
# Tcruzi prolif: inhibitors of T. cruzi proliferation; AID 624255; T. cruzi beta-gal in NIH3T3, GalScreen luminescence, 90 h; inhibition, % at 8.34 µM; hit rate 5.9% among 77,000;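 active means mean inhibition above about 93%, with at least 55% of replicates each passing it, limit read from the data, passing the limit was not always enough; inconclusive means only one of those two conditions holds; inactive means neither condition holds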
# C diff HTS: C. difficile growth inhibition. Clostridium difficile clinical isolate growth, OD600, 24 h; stronger effect = lower value. growth activity, negative = inhibition, % at 16 µg/mL (by protocol). hit rate 0.25% among 86,000. AID 1259249;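 active means mean growth activity at or below -80% and every replicate also at or below -80%; inconclusive means mean at or below -80% but some replicate above -80%; inactive means mean growth activity above -80%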;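 further: 0% = DMSO wells and -100% = levofloxacin 16 µg/mL wells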
# Pf Dd2 growth: blocks growth of Plasmodium falciparum Dd2 parasites | P. falciparum Dd2 growth, SYBR Green, 72 h; stronger effect = lower value | activity change, % at 10 µM | hit rate 2.3% among 94,000 | AID 1159554; in the data active means activity change below about -80%; inconclusive means no clear call, values can overlap the other calls
# KDM4C inh: KDM4C (human) demethylase inhibition | Q9H3R0 | inhibition, % at 12.5 µM | GST-KDM4C 2-372, H3K9me3 peptide, LANCE TR-FRET | hit rate 0.15% among 96,000;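 active means mean replicate inhibition above about 25%, with at least 55% of replicates also reaching it, limit read from the data, passing the limit was not always enough; inconclusive means only one of those two conditions met; inactive means neither condition met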
# Target sequence (Q9H3R0 2-372 limits assumed): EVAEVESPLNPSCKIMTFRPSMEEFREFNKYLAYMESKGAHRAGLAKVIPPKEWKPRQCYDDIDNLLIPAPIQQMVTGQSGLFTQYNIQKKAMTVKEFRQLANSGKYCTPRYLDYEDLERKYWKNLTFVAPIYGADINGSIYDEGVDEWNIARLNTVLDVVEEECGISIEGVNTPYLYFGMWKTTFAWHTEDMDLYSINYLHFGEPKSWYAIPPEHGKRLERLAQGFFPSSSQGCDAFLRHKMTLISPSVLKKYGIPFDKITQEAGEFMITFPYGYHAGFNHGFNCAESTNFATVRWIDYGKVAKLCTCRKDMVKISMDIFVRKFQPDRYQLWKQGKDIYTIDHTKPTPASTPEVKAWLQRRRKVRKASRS
#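 Material: GST-tagged GASC-1 (JMJD2C) catalytic fragment, aa 2-372. Input: enzyme final amount 10 nM. Medium: HEPES buffer, pH 7.5, plus ascorbate. Reagent: H3K9me3 peptide substrate, Fe(II), 2-oxoglutarate. Doses: single dose. Times: reaction 30 min RT, detection step 1 h RT. Measured by: LANCE TR-FRET. Evaluation: Fall in 671/618 emission ratio as inhibition.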
# An asterisk follows results filed as active; ? = inconclusive; . = not tested or not shown; & = joins results of further samples. No enrichment for hits; any-hit rate near 6.7%.
# The opening 4 records, ahead of the listing:
SMILES,Tcruzi prolif,C diff HTS,Pf Dd2 growth,KDM4C inh
CN1c2ccc(-c3cccc(F)c3)cc2[C@@H]2[C@@H](CCN2C(=O)C2CCOCC2)[C@@H]1CO,33,4,12,0.3
COc1cccc(-c2ccc([C@@H]3[C@H]4CN(CC5CC5)CCCCN4[C@H]3CO)cc2)c1,93,0,10,-0.5
CN(C)Cc1cn(CC[C@H]2CC[C@@H](NC(=O)Nc3ccccc3F)[C@@H](CO)O2)nn1,13,-7,-9,3.0
O=C(C1CC1)N1CC(=O)N2[C@H](C1)[C@@H](c1ccc(C#CCc3ccccc3)cc1)[C@@H]2CO,.,-23,?,1.9

# All compounds of this part, previewed entries included:
SMILES,Tcruzi prolif,C diff HTS,Pf Dd2 growth,KDM4C inh
CN1c2ccc(-c3cccc(F)c3)cc2[C@@H]2[C@@H](CCN2C(=O)C2CCOCC2)[C@@H]1CO,33,4,12,0.3
COc1cccc(-c2ccc([C@@H]3[C@H]4CN(CC5CC5)CCCCN4[C@H]3CO)cc2)c1,93,0,10,-0.5
CN(C)Cc1cn(CC[C@H]2CC[C@@H](NC(=O)Nc3ccccc3F)[C@@H](CO)O2)nn1,13,-7,-9,3.0
O=C(C1CC1)N1CC(=O)N2[C@H](C1)[C@@H](c1ccc(C#CCc3ccccc3)cc1)[C@@H]2CO,.,-23,?,1.9
O=C(C[C@@H]1C=C[C@H](NC(=O)C2CCOCC2)[C@@H](CO)O1)Nc1ccccc1,.,-2,1,-0.3
CCC(=O)Nc1ccc2c(c1)C(=O)N(C)C[C@@H](OC)[C@@H](C)CN(CCC(F)(F)F)[C@@H](C)CO2,9,.,3,0.2
COc1ccc(S(=O)(=O)Nc2ccc3c(c2)CC(=O)N([C@@H](C)CO)C[C@@H](C)[C@@H](CN(C)C(=O)Nc2ccc4c(c2)OCO4)O3)cc1,-1,-4,4,3.8
O=C(C[C@@H]1C[C@@H]2c3cc(NC(=O)Cc4ccncc4)ccc3O[C@@H]2[C@H](CO)O1)NCc1ccncc1,-37,-1,-4,-1.5
C[C@@H]1CN([C@H](C)CO)C(=O)CCCn2nncc2CO[C@H]1CN(C)C(=O)Nc1ccc(F)cc1,32,.,-16,2.1
O=C1CN(S(=O)(=O)c2ccccc2)C[C@H]2[C@@H](c3ccc(C4=CCCC4)cc3)[C@@H](CO)N12,.,3,-29,1.7

# An excerpt from above, reduced to C diff HTS.
smiles	C diff HTS
O=C(C[C@@H]1C[C@@H]2c3cc(NC(=O)Cc4ccncc4)ccc3O[C@@H]2[C@H](CO)O1)NCc1ccncc1	-1
COc1ccc(S(=O)(=O)Nc2ccc3c(c2)CC(=O)N([C@@H](C)CO)C[C@@H](C)[C@@H](CN(C)C(=O)Nc2ccc4c(c2)OCO4)O3)cc1	-4

# The list continues:
SMILES,Tcruzi prolif,C diff HTS,Pf Dd2 growth,KDM4C inh
O=C(Nc1ccccc1)N1CC(=O)N2[C@@H](CO)[C@@H](c3ccc(C#CC4CCCCC4)cc3)[C@@H]2C1,.,-1,-46,-0.9
CCCNC(=O)N[C@@H]1CC[C@@H](CC(=O)NCCc2ccccc2)O[C@@H]1CO,-28,.,6,-0.6
CS(=O)(=O)Nc1ccc2c(c1)[C@@H]1C[C@@H](CC(=O)NCC(F)(F)F)O[C@@H](CO)[C@@H]1O2,.,1,6,1.3
O=C(C1CCCCC1)N1CC2(C1)[C@H](c1ccccc1)[C@@H](CO)N2C(=O)NC1CCCC1,.,-11,-14,-2.3
CN(C)C(=O)C[C@@H]1C=C[C@@H](NC(=O)C2CC2)[C@@H](CO)O1,.,1,.,2.1
Cc1ccc(S(=O)(=O)N2C[C@H](O)COC[C@H]3O[C@H](CC(=O)NCc4ccc(Cl)c(Cl)c4)CC[C@@H]32)cc1,90,.,11,-0.3
CCCNC(=O)N1CC2(CN(Cc3ccc(OC)cc3)C2)c2c(n(C)c3cc(OC)ccc23)[C@H]1CO,.,-24,-81*,-1.0
Cc1noc(C)c1NC(=O)N(C)C[C@@H]1OCc2ccccc2-c2ccccc2C(=O)N([C@H](C)CO)C[C@@H]1C,6,-2,-5,-1.3
COCC#Cc1cnc2c(c1)C(=O)N([C@H](C)CO)C[C@H](C)[C@H](CN(C)S(C)(=O)=O)O2,-27,0,35,0.5
CC(C)NC(=O)N(C)C[C@H]1OCCCC[C@H](C)Oc2ccc(NC(=O)Nc3ccccc3)cc2C(=O)N([C@@H](C)CO)C[C@H]1C,20,-2,-9,-0.5
O=C(Nc1ccc(Cl)c(Cl)c1)N[C@@H]1CC[C@@H](CCn2cc(C3CC3)nn2)O[C@@H]1CO,.,5,-31,1.2
C[C@H](CO)N1C[C@H](C)[C@H](CN(C)Cc2ccc(-c3ccccc3)cc2)Oc2ccc(NC(=O)CCC(F)(F)F)cc2CC1=O,82,36,1,0.4
CCC(=O)Nc1ccc2c(c1)OC[C@H](C)N(C(=O)c1ccccc1F)C[C@@H](C)[C@@H](OC)CN(C)C2=O,15,1,.,1.2
COc1ccccc1CN1CC[C@@H]2[C@@H](CO)Nc3ccc(-c4cccc(F)c4)cc3[C@@H]21,49,-6,-68,-2.2
C[C@H]1CN([C@@H](C)CO)C(=O)c2cccc(NS(=O)(=O)c3ccc(Cl)cc3)c2O[C@H]1CN(C)C,.,-3,1,0.5
COc1ccc(CNC(=O)C[C@H]2CC[C@@H](NC(=O)c3cccc(F)c3)[C@H](CO)O2)cc1,22,.,11,0.4
COc1ccc(S(=O)(=O)Nc2cccc3c2O[C@@H](CN(C)C)[C@@H](C)CN([C@H](C)CO)C3=O)cc1,17,0,12,0.3
C[C@@H]1CCCCO[C@H](CN(C)C(=O)c2ccccc2)[C@H](C)CN([C@@H](C)CO)C(=O)c2cc(NC(=O)c3ccccc3)ccc2O1,52,5,-66,0.1
COc1ccc(CNC(=O)C[C@H]2C=C[C@H](NC(=O)c3ccc4c(c3)OCO4)[C@@H](CO)O2)cc1,-27,.,11,1.1
C[C@H](CO)N1C[C@H](C)[C@H](CN(C)C(=O)C2CCCCC2)Oc2cc(C3=CCCCC3)ccc2S1(=O)=O,116*,-9,-60,-1.7
C[C@H](CO)N1C[C@H](C)[C@H](CN(C)S(=O)(=O)c2cn(C)cn2)Oc2ccc(NS(=O)(=O)c3cccs3)cc2C1=O,24,-6,17,-0.4
C[C@H]1CN([C@@H](C)CO)C(=O)Cc2cc(NS(=O)(=O)c3ccc(Cl)cc3)ccc2O[C@H]1CN(C)CC1CC1,-4,-3,-28,2.3
C[C@@H]1CCCCO[C@H](CN(C)C(=O)Nc2ccc(C(F)(F)F)cc2)[C@@H](C)CN([C@H](C)CO)C(=O)c2cc(NC(=O)Nc3ccc4c(c3)OCO4)ccc2O1,107*,1,-38,.
C[C@H]1CN([C@@H](C)CO)C(=O)Cc2cc(NC(=O)CCN3CCOCC3)ccc2O[C@H]1CN(C)C(=O)Nc1cccc2ccccc12,25,-2,14,.
C[C@@H]1CN([C@H](C)CO)C(=O)c2cc(NC(=O)Nc3ccccc3)ccc2O[C@@H]1CN(C)Cc1ccncc1,6,-5,6,0.7
Cc1noc(C)c1S(=O)(=O)Nc1ccc2c(c1)C(=O)N([C@H](C)CO)C[C@H](C)[C@H](CN(C)C(=O)Nc1ccccc1)O2,46,-1,-8,-0.3
CCCN1C[C@H](C)[C@@H](OC)CN(C)C(=O)c2ccc(NC(=O)C3CCC3)cc2OC[C@@H]1C,19,.,-68,-1.2
C[C@@H]1CN([C@H](C)CO)C(=O)CCCn2nncc2CO[C@@H]1CN(C)C(=O)Nc1ccccc1C(F)(F)F,2,6,6,1.2
O=C(N[C@H]1CC[C@H](CCn2cc(-c3cccnc3)nn2)O[C@H]1CO)c1ccccc1F,57,.,8,2.7
COc1ccccc1CN(C)C[C@H]1OCc2cnnn2CCCC(=O)N([C@H](C)CO)C[C@H]1C,4,.,-13,0.7
CC(=O)Nc1ccc2c(c1)C(=O)N(C)[C@H]1CC[C@@H](CC(=O)NCCCN3CCOCC3)O[C@H]1CO2,7,-3,15,3.3
C[C@@H]1CN([C@H](C)CO)C(=O)Cc2cc(NS(=O)(=O)c3ccc(F)cc3)ccc2O[C@@H]1CN(C)CC1CCCCC1,57,-11,-13,-1.2
C/C=C/c1ccc([C@H]2[C@H](CO)N(C(=O)CC)[C@H]2CN(C)S(C)(=O)=O)cc1,6,-1,-4,-0.2
C[C@H]1CCCCO[C@@H](CN(C)Cc2ccc3c(c2)OCO3)[C@@H](C)CN([C@@H](C)CO)C(=O)c2cc(NS(=O)(=O)c3ccccc3)ccc2O1,.,.,-71,1.2
COc1ccccc1CN1[C@H](CO)[C@@H]2c3ccccc3N(C(=O)C3CCCC3)C[C@@H]21,42,-2,-4,-0.9
O=C(c1cccc(F)c1)N1CC(=O)N2[C@H](CO)[C@H](c3ccc(C4=CCCCC4)cc3)[C@@H]2C1,.,2,-70,1.4
C[C@@H]1CN([C@@H](C)CO)C(=O)Cc2cc(NS(=O)(=O)c3ccc(Cl)cc3)ccc2O[C@H]1CN(C)Cc1ccc(Oc2ccccc2)cc1,3,67,-57,0.6
C[C@@H]1CCCCO[C@H](CN(C)C)[C@H](C)CN([C@H](C)CO)C(=O)c2cc(NC(=O)C3CCCCC3)ccc2O1,-99,-3,.,0.3
COCCNC(=O)C[C@@H]1C[C@H]2c3cc(NC(=O)NC4CCCCC4)ccc3O[C@H]2[C@@H](CO)O1,6,.,-7,-2.6
C[C@@H]1CCCCO[C@H](CN(C)Cc2ccc(Cl)c(Cl)c2)[C@H](C)CN([C@@H](C)CO)C(=O)c2cc(NC(=O)NC3CCCCC3)ccc2O1,92,-8,-58,-0.2
CNC[C@H]1Oc2c(NS(=O)(=O)c3c(C)noc3C)cccc2C(=O)N([C@@H](C)CO)C[C@H]1C,-106,3,21,15
CNC[C@H]1Oc2ccc(NC(=O)Nc3ccc(F)cc3)cc2C(=O)N([C@@H](C)CO)C[C@@H]1C,.,0&-3,-2,-1.5
COCC(=O)Nc1ccc2c(c1)C(=O)N(C)C[C@H](OC)[C@@H](C)CN(C(C)=O)[C@@H](C)CO2,44,-5,18,-1.1
C[C@H]1CN([C@@H](C)CO)C(=O)c2cc(C#CC3CCCC3)cnc2O[C@@H]1CN(C)S(=O)(=O)c1cccc(F)c1,120*,-2,-70,1.1
CNC[C@H]1Oc2c(NC(=O)Nc3ccc(C(F)(F)F)cc3)cccc2C(=O)N([C@@H](C)CO)C[C@@H]1C,82,20,5,-1.7
C[C@H](CO)N1C[C@H](C)[C@@H](CN(C)C(=O)Nc2ccc(C(F)(F)F)cc2)Oc2c(NC(=O)Nc3ccc(C(F)(F)F)cc3)cccc2C1=O,.,39,-17,-0.6
CCNC(=O)C[C@H]1CC[C@@H]2[C@H](COc3ccc(NC(=O)Nc4cccc(F)c4)cc3C(=O)N2C)O1,-31,3,-1,1.4
CCCN(C)C[C@H]1OCCCC[C@@H](C)Oc2ccc(NC(=O)Nc3ccccc3)cc2C(=O)N([C@@H](C)CO)C[C@H]1C,8,2,-52,-0.3
C[C@@H]1CN([C@H](C)CO)C(=O)c2cc(NS(=O)(=O)c3cccs3)ccc2O[C@@H](C)CCCCO[C@@H]1CN(C)CC1CC1,19,-1,-19,0.9
CC(=O)N1Cc2cc(C(=O)NCC(F)(F)F)nc(-c3cccc(-c4cccnc4)c3)c2[C@@H]1CCO,.,0,-23,.

# Other compounds follow:
SMILES,Tcruzi prolif,C diff HTS,Pf Dd2 growth,KDM4C inh
COc1ccccc1CNC(=O)C[C@H]1CC[C@H](NC(=O)CC2CC2)[C@@H](CO)O1,32,1,-1,1.1
Cc1ccc(S(=O)(=O)Nc2ccc3c(c2)C(=O)N([C@@H](C)CO)C[C@H](C)[C@H](CN(C)S(=O)(=O)c2ccc(F)cc2)OCCCC[C@@H](C)O3)cc1,?,0,-67,0.5
CO[C@@H]1CN(C)C(=O)c2ccc(NC(=O)c3cc(C)on3)cc2OC[C@H](C)NC[C@H]1C,-13,.,9,-1.6
COc1cccc(NC(=O)N[C@@H]2CC[C@@H](CC(=O)N3CCOCC3)O[C@@H]2CO)c1,41,0,3,-2.0
O=C(C[C@H]1CC[C@H]2[C@@H](COC[C@@H](O)CN2S(=O)(=O)c2ccc(Cl)cc2)O1)N[C@H]1CCN(Cc2ccccc2)C1,93,.,-13,0.9
C[C@H](CO)N1C[C@H](C)[C@H](CN(C)S(=O)(=O)c2ccccc2)OCCCC[C@H](C)Oc2ccc(NC(=O)CCC(F)(F)F)cc2C1=O,64,-5,-50,-1.6
